S1P4 antagonist = S1P4 receptor antagonists, primary screen, cell-based | Sphingosine 1-phosphate receptor 4 (Homo sapiens), O95977 | S1P4-expressing cells, antagonist mode, reporter read-out | inhibition, % at 4.98 µM | 220,000 compounds, 0.26% hits | AID 1510, 2009; in the data active = inhibition above about 29%;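 also: 0% = wells stimulated with agonist and 100% = vehicle wells without agonist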
TRPML3 ag = human TRPML3 channel agonists, primary screen, cell-based, HEK293 TRPML3-YFP, Fluo-8 calcium fluorescence, 3 µM. 100% = the carbachol control signal. Mucolipin-3 (Homo sapiens), Q8TDD5. activation, % at 3 µM. 220,000 compounds, 0.29% hits. AID 1448, 2008;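 active = activation above its plate's cutoff, the mean activation of the plate's test wells plus 3 SD, cut at about 12% in these data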;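 also: 0% = DMSO only wells and 100% = carbachol wells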
Target sequence (Q8TDD5 whole entry, looked up): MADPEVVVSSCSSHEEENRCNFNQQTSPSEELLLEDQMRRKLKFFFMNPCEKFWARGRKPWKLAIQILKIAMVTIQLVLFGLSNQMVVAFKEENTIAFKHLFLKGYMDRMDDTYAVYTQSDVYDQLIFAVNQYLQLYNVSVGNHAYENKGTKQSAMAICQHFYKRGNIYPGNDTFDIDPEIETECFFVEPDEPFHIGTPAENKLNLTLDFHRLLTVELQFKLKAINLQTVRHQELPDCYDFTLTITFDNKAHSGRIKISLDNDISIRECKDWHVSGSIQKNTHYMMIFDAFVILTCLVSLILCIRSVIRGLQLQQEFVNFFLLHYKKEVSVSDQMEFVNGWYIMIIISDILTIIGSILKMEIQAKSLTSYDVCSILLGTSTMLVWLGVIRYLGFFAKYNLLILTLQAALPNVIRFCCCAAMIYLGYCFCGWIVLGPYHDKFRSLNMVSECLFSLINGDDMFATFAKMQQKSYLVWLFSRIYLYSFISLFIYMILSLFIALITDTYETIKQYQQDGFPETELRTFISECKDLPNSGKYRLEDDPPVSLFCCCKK
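Test system: TRPML3-YFP stable HEK293 cells. Doses: single point at 3 µM. Incubation: dye loading 1 h 37 °C then 30 min ambient, 125 s read. Signal: Fluo-8 calcium dye fluorescence, ex 470-495, em 515-575 nm. Measure: percent activation from peak-to-basal fluorescence ratio, scaled between DMSO and carbachol.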
zfTRPN1 agonist = zebrafish TRPN1 channel agonists, primary screen, cell-based, HEK293, calcium fluorescence | 220,000 compounds, 0.18% hits | AID 1424, 2008 | HEK293 zebrafish TRPN1-YFP, Fluo-8 calcium fluorescence; 100% = response to 87 µM carbachol | activation, % at 3 µM | transient receptor potential cation channel N1 (TRPN1/NompC), Danio rerio;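 active = activation above its plate's cutoff, the mean activation of test wells on that plate plus 3 SD, cut at about 19% in these data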;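 also: 0% = DMSO alone and 100% = 87 µM carbachol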
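Material – zebrafish TRPN1-YFP in HEK293 cells · Doses – 3 µM single point · Schedule – dye 1 h 37 °C plus 30 min RT · Signal – Fluo-8 calcium fluorescence, excitation 470-495 nm, emission 515-575 nm · Read-out – % activation versus carbachol response · Control set – carbachol high, DMSO low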
NPY1 pot ag = NPY-Y1 receptor potentiators or agonists, primary screen, cell-based. Neuropeptide Y receptor type 1 (Homo sapiens), P25929. NPY-Y1 expressing cells, potentiator/agonist activation. activation, % at 3.6 µM. 220,000 compounds, 0.37% hits. AID 1304, 2008; in the data active = activation above about 33%, passing the limit was not always enough;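 also: cells stimulated with NPY at EC10 then isoproterenol at EC100; 0% = low agonist plus stimulus and 100% = saturating agonist plus stimulus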
Target sequence (P25929 whole entry, looked up): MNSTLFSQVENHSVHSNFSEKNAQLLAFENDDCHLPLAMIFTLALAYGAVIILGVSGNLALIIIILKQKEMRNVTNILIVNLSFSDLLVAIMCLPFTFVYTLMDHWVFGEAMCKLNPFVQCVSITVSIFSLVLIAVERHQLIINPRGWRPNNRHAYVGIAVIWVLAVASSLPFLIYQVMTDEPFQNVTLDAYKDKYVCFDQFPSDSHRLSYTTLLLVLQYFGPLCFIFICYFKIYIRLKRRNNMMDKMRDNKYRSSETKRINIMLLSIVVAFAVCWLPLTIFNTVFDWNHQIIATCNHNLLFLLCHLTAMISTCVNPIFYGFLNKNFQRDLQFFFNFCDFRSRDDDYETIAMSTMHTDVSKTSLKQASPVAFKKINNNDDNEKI
S1P4 agonist = S1P4 receptor agonists, primary screen, cell-based; Sphingosine 1-phosphate receptor 4 (Homo sapiens), O95977; S1P4-expressing cell line, agonist reporter assay; activation, % at 4.98 µM; 220,000 compounds, 0.35% hits; in the data active = activation above about 11%;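 also: 0% = DMSO vehicle and 100% = reference agonist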
CHOP inhibitor = inhibitors of CHOP promoter induction, primary screen, cell-based, unfolded protein response, luciferase reporter. CHO-K1 CHOP-promoter luciferase, tunicamycin-induced, 15-18 h. inhibition, % at 10 µM. 220,000 compounds, 3.8% hits. AID 2732, 2010;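 active = compounds that reduced the stress-induced luciferase reporter signal by more than about 70% of percent inhibition, limit read from the data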;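 also: 0% = tunicamycin plus vehicle and 100% = wells without tunicamycin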
NPY Y1 blocker = NPY-Y1 receptor antagonists, primary screen, cell-based | inhibition, % at 3.6 µM | Neuropeptide Y receptor type 1 (Homo sapiens), P25929 | HEK293-CNG Y1 cells, membrane potential fluorescence; NPY at EC95, then isoproterenol | 200,000 compounds, 1% hits | AID 1040, 2008;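 active = inhibition above the campaign mean inhibition of all tested compounds plus 3 SD, cut at about 20% in these data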;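 also: 0% = DMSO wells given NPY plus isoproterenol and 100% = isoproterenol alone without NPY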
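Material: HEK293 Y1/CNG channel cell line; also added: NPY (25 nM), isoproterenol (1 µM), Ro 20-1724 (25 µM); doses: one concentration, 3.6 µM, in 0.4% DMSO; schedule: compound incubation 1 h at room temperature, readout 45 min post-stimulation; technique: membrane potential fluorescence; measure: fluorescence ratio normalized to % inhibition between controls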
NPY-Y2 PAM-ag = NPY-Y2 potentiators or agonists, primary screen, cell-based; Neuropeptide Y receptor type 2 (Homo sapiens), P49146; cells expressing NPY-Y2, potentiator/agonist read-out; activation, % at 3.6 µM; 220,000 compounds, 0.45% hits; AID 1359, 2008; in the data active = activation above about 27%;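 also: cells stimulated with NPY near EC25 plus isoproterenol at EC100; 0% = vehicle plus submaximal agonist and 100% = vehicle plus saturating agonist; some results beyond the cut were filed as inactive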
EP2 modulator = EP2 receptor modulators, cAMP readout, primary screen, cell-based, HTRF cAMP, PGE2 stimulation. Prostaglandin E2 receptor EP2 subtype (Homo sapiens), P43116. EP2-expressing cells, cAMP HTRF FRET, PGE2 co-stimulation. induction, % at 25 µM. 260,000 compounds, 0.83% hits. AID 940, 2007;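 active = compounds whose cAMP rise, as percent of the full-agonist control response, exceeds 60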;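 also: rat C6 glioma line stably carrying human EP2 under a CMV promoter; the protocol text gives 20 µM as final concentration; 100% = response of wells given 1 µM PGE2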
Active calls of the source: *; . = no result given; & = joins results of further samples.

SMILES	S1P4 antagonist	TRPML3 ag	zfTRPN1 agonist	NPY1 pot ag	S1P4 agonist	CHOP inhibitor	NPY Y1 blocker	NPY-Y2 PAM-ag	EP2 modulator
CCCCNC(=O)CSc1nc2cc3c(cc2c(=O)n1Cc1ccco1)OCO3	5	-0.1	-1.1	-12	-0.8	42	15	-5	-25
NC(=S)Nc1nccc(-c2cccs2)n1	7	0.9	-2.5	5	2.7	8	-2	4	11
CCCN(Cc1cc2cc(C)ccc2[nH]c1=O)S(C)(=O)=O	-3	1.2	1.2	6	1.6	26	-6	4	1
CCC(C)(C)NC(=O)COc1ccc(OCc2ccccc2)cc1	-4	0.5	-0.9	8	1.0	55	-4	4	-53
Cn1c(=O)cc(Nc2ccccc2)c2c(=O)n(-c3ccccc3)c(=O)n(-c3ccccc3)c21	12	-0.8	0.1	-17	-1.1	9	.	6	2
CCOc1ccc(NC(=O)CSc2nnc(Cc3cccn3C)n2-c2ccc(F)cc2)cc1	-4	0.1	0.1	17	-0.1	38	-6	22	34
CC(=O)/C=C1\SC(CC(=O)O)C(=O)N1c1ccccc1 (stereo not given)	5	0.6	2.0	4	-1.5	-11	4	-7	-6
COc1ccc(NC(=O)c2cccs2)cc1NC(=O)c1ccco1	-4	-0.3	0.2	-4	-0.3	49	-4	16	5
CCC(CC)C(=O)c1c[nH]c(C(=O)NCCCN2CCOCC2)c1	-5	0.7	1.4	9	-1.5	11	2	10	16
Cc1nc(C)c(C(=O)Nc2ccccc2-c2ccccc2)o1	1	-0.6	-1.2	-8	0.5	-27	0	2	17
CN1CCN(c2ccccc2NC(=O)c2ccc(N3CCCCC3)c([N+](=O)[O-])c2)CC1	-7	1.1	0.2	10	-0.2	12	0	6	-8
O=C(CNC(=O)c1ccc(N2C(=O)c3ccccc3C2=O)cc1)OCC(=O)c1cccc2ccccc12	2	0.7	-0.4	-3	0.2	9	-1	4	-68
CN1/C(=C\C(=O)Nc2ccc(F)cc2)C(C)(C)c2ccccc21	11	1.3	4.0	14	4.5	64	-7	6	-23
CC(Oc1ccc(Cl)cc1Cl)C(=O)NCCCn1ccnc1 (stereo not given)	-9	-0.3	0.4	12	-0.9	11	-6	-2	22
CCS(=O)(=O)NCC(c1ccco1)N1CCN(c2ccccc2F)CC1 (stereo not given)	-24	0.7	-1.6	6	0.7	-13	8	13	5
N#C/C(=C(/O)COC(=O)c1ccc(Cl)c(S(=O)(=O)N2CCOCC2)c1)c1nc2ccccc2[nH]1	-10	0.9	-1.2	-18	0.5	45	-5	-2	-23
CCn1c(SCC(=O)NCc2cccs2)nnc1-c1ccco1	-2	0.4	1.6	6	0.4	25	9	1	2
N#CC1=C(N)NC(SCc2ccccc2)=C(C#N)C12CCCC2	-14	-0.1	-1.2	-33	-1.8	36	0	-1	-46
CC1(C)CC(=O)C2=C(C1)OC1=C(C(=O)CC(C)(C)C1)C2(C)C	-10	1.0	0.0	-9	0.4	10	1	-1	18
Cc1ccc(S(=O)(=O)c2c[nH]c3cc4c(cc3c2=O)OCO4)cc1	12	0.2	1.4	0	-1.6	25	.	-1	-8

Entries of single compounds, looked up by structure. Order of values: S1P4 antagonist, TRPML3 ag, zfTRPN1 agonist, NPY1 pot ag, S1P4 agonist, CHOP inhibitor, NPY Y1 blocker, NPY-Y2 PAM-ag, EP2 modulator
`COc1ccc(NC(=O)c2cccs2)cc1NC(=O)c1ccco1` reads -4, -0.3, 0.2, -4, -0.3, 49, -4, 16, 5
`N#CC1=C(N)NC(SCc2ccccc2)=C(C#N)C12CCCC2` reads -14, -0.1, -1.2, -33, -1.8, 36, 0, -1, -46

Further results:
SMILES	S1P4 antagonist	TRPML3 ag	zfTRPN1 agonist	NPY1 pot ag	S1P4 agonist	CHOP inhibitor	NPY Y1 blocker	NPY-Y2 PAM-ag	EP2 modulator
O=C(Nc1ccon1)C12CC3CC(C1)CC(n1cnc([N+](=O)[O-])n1)(C3)C2	14	1.1	3.0	6	-0.9	-2	1	0	-21
Cc1cnc(CN(C)Cc2c(C(=O)N3CCc4ccccc4C3)nc3ccc(Cl)cn23)[nH]1	-13	-0.1	-1.8	-17	0.3	34	6	-10	-12
COc1cc(S(=O)(=O)N2CCN(C)CC2)c(OC)cc1Cl	0	0.7	0.9	-16	-0.1	7	0	-6	7
CSc1ccc(N2C(=O)NC3(CCCCC3)C2=O)cc1	1	0.4	1.0	-6	-1.0	19	-6	-9	10&-29
CCN1CCCc2cc(CN(CCN3CCOCC3)C(=S)Nc3ccccc3C)ccc21	-3	0.8	2.1	8	0.4	11	-1	3	15
Cc1cc(C)n(-c2cccc3cccnc23)n1	-15	0.3	1.9	-8	-0.9	29	-3	7	26
CC(Oc1ccc(Cl)cc1Cl)C(=O)Nc1cccc(O)c1 (stereo not given)	-14	-0.1	-0.1	7	-0.9	7	2	11	-27
O=c1nc2n(c3sc4c(c13)CCCC4)C(CBr)CS2 (stereo not given)	-24	-0.6	-0.4	-5	0.0	8	-5	2	19
CCN(C(=O)COC(=O)c1cccnc1Nc1cccc(C(F)(F)F)c1)C1CCS(=O)(=O)C1 (stereo not given)	-12	0.6	-0.5	-14	-0.3	26	1	6	-48
COCCN(CCOC)c1cc(C)c(C#N)c2nc3ccccc3n12	0	0.0	-0.4	-21	1.5	5	6	-5	29
COC(=O)c1ccccc1NC(=O)CCS(=O)(=O)c1ccc(Br)s1	-6	0.5	-0.9	-25	-0.6	10	5	-3	22
CCN1C(=O)/C(=C\N2CCCCCC2)SC1=S	-1	1.8	1.8	10	-0.2	-27	-9	-4	-5
CCc1ccc[n+](-c2nc3ccccc3nc2C(=C=[N-])C#N)c1	-4	0.9	3.3	12	1.1	3	.	-20	3
COc1ccc(CN(C)C(=S)Nc2ccc(Cl)cc2)cc1	-3	-0.4	0.2	1	3.1	-1	-2	-17	-31
O=S(=O)(CCSc1ccccn1)c1nc2ccccc2s1	7	0.8	-0.2	-2	1.3	.	6	-19	-10
COc1ccc(CC(=O)Nc2cccc(-c3nnc(-c4ccccc4)o3)c2)cc1OC	-36	1.6	8.3	-43	2.8	.	11	5	-10
CCOc1ccc(C(=O)O/N=C(\N)c2ccc([N+](=O)[O-])cc2)cc1OCC	-13	-0.2	0.6	4	4.9	-20	2	-7	-2
Cc1nc2ccccc2c(=O)n1CCCO	-12	-0.2	-0.3	4	1.1	13	1	6	7
COc1cccc(NC(=O)N2CCCC2C(=O)Nc2ccc3c(c2)OCO3)c1 (stereo not given)	-15	-0.2	0.6	9	-0.1	5	3	8	-10
CCOC(=O)c1c2n(c3c(NCc4ccccc4)ncnc13)CCCC2	-3	-0.7	-2.7	0	0.6	12	10	6	9
CCCCCc1cccnc1	-6	1.0	0.8	12	-0.3	7	.	10	10
CCC(=O)N1CCc2cc(S(=O)(=O)NCCN3CCC(C)CC3)ccc21	0	0.2	1.8	0	-0.9	4	6	0	3
NC(=O)C1(N2CCCCC2)CCN(S(=O)(=O)c2cc(Cl)ccc2Cl)CC1	-15	0.7	3.6	15	0.6	39	-2	8	-17
CCOC(=O)C1CCN(Cc2oc(CO)cc(=O)c2O)CC1	12	0.1	0.7	-2	2.3	-16	3	-9	-30
Cc1ccc(CN2CC(C(=O)Nc3cc(S(C)(=O)=O)ccc3Cl)CC2=O)cc1 (stereo not given)	-14	-0.2	0.0	0	-0.1	-15	8	-3	6
CCCCC(=O)NS(=O)(=O)c1ccc(N=NN(CC)CC)cc1	-8	1.2	-0.8	-12	1.1	-8	8	-15	23
CN(Cc1cc(=O)[nH]c2ccccc12)C(=O)c1ccccc1	-9	0.8	3.0	0	-1.0	3	-1	13	21
CCOC(=O)C1=NOC(Cn2cc(C(C)=O)c(=O)[nH]c2=O)C1 (stereo not given)	-3	1.1	0.8	-9	-2.6	34	-4	8	10
O=C(Cc1c[nH]c2ccccc12)OCCOC(=O)Cc1c[nH]c2ccccc12	-9	0.7	-0.3	8	-2.1	15	-9	7	-30
CCOC(=O)c1sc(=NC(=O)c2cccc(C)c2)n(C)c1C	-10	1.2	0.7	19	1.0	17	-3	6	9
COc1ccc(C2Oc3ccccc3N2C(C)=O)cc1 (stereo not given)	-7	-0.3	0.9	2	0.8	4	9	5	-8
Cc1cccc(-n2c(SCC(=O)NC3CCCC3)nnc2-c2ccoc2C)c1	-12	-1.3	-1.9	5	1.6	37	3	-15	26&44
Cc1cc(C)c(C#N)c(OCC(=O)c2ccccc2)n1	-8	-0.3	-0.4	-11	2.1	0	2	-12	12
Cc1ccc(NC(=O)C2CC(=O)n3c(nc4ccccc43)N2)cc1C (stereo not given)	-18	1.0	0.0	14	-0.4	2	.	-20	21
Clc1ccc(OCc2nnc3n2N=C(c2ccc4c(c2)OCCO4)CS3)c(Cl)c1	-20	0.7	0.4	-9	-1.6	67	8	-11	-5
O=C(CNC(=O)c1ccccc1)N/N=C/c1ccc([N+](=O)[O-])s1	13	0.2	1.6	0	0.7	-29	-1	-6	-3
c1ccc(Cc2nnc3n2N=C(c2ccccc2)CS3)cc1	-6	0.1	0.5	-27	0.7	20	1	-7	35
COc1ccc(C(=O)N[C@H](C(=O)OCc2cc(=O)oc3cc(C)ccc23)C(C)C)cc1	-20	0.1	-1.9	-11	1.3	-4	2	1	-3
CC(=O)c1cccc(NC(=O)C(C)N(C)CC(=O)Nc2ccc(Cl)cc2)c1 (stereo not given)	4	0.9	0.4	5	-0.1	9	.	-4	-46
Cc1ccccc1NC(=O)C1CCCN(S(=O)(=O)c2c(C)noc2C)C1 (stereo not given)	-3	0.6	1.5	3	-3.3	13	7	16	-5
CCOC(=O)NCc1ccc2c(c1)cc(C)n2C	-22	0.9	1.8	7	0.2	20	-4	-11	9
Cc1cc(=O)[nH]n(CCO)c1=O	3	0.8	-1.4	-9	-0.3	29	.	3	5
COC(=O)C(C)(C)ONC(=O)Nc1ccccc1Br	-9	-0.2	1.7	21	0.8	16	-7	18	-17

Limited to S1P4 agonist and S1P4 antagonist (2 entries from above):
molecule	S1P4 agonist	S1P4 antagonist
COc1ccc(CC(=O)Nc2cccc(-c3nnc(-c4ccccc4)o3)c2)cc1OC	2.8	-36
CCOc1ccc(C(=O)O/N=C(\N)c2ccc([N+](=O)[O-])cc2)cc1OCC	4.9	-13

Screens deposited in PubChem BioAssay by several laboratories.
